# Source: PubChem (National Center for Advancing Translational Sciences (NCATS))
# Anesthetic bind – qHTS Assay for Identification of Novel General Anesthetics. Ferritin light chain (Equus caballus), P02791. apoferritin/1-aminoanthracene competitive binding, fluorescence. Potency, µM (highest dose often 77.5 µM), without a hit: at the top dose activity change, negative = displacement, most hits filed as inhibitors. hit rate 0.074% among 350,000; note: potency is the fitted concentration of half-maximal effect; % is set by controls: 0 for no effect and ±100 for the full control effect; nearly all actives have a fitted effect of over 20% in size
# Target sequence (P02791 2-175 limits assumed): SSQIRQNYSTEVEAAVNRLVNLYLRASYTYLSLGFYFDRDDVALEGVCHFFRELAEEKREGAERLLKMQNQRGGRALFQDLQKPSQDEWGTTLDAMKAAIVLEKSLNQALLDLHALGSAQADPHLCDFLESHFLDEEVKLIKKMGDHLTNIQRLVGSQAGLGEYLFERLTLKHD
#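 Concentration-response curves derived by four-parameter Hill fitting of normalized fluorescence, where compounds displaced 1-AMA from 10 uM horse apoferritin following a brief 10 min room-temperature incubation; propofol titration acted as positive control.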
# POLB inh – qHTS Assay for Inhibitors of DNA Polymerase Beta | P06746 | Pol beta primer extension/strand displacement, fluorescence kinetic | Potency, µM (series often up to 114 µM), inactives show at the top dose activity change, negative = inhibition, hits mostly inhibitors | hit rate 1.3% among 340,000; note: potency is the fitted concentration of half-maximal effect; % is set by controls: 0 for no effect and ±100 for the full control effect
#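 Pol beta (10 nM) was preincubated with compound for 15 min at room temperature. The reaction was then started with 50 nM substrate and read immediately and after a further 10 min at room temperature.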
# ALOX12 inh – Primary qHTS assay for inhibitors of human arachidonate 12S-lipoxygenase (ALOX12): Round 2 | hit rate 1.1% among 580,000 | AID 1671190, 2021 | purified 12hLO, xylenol orange hydroperoxide absorbance | Polyunsaturated fatty acid lipoxygenase ALOX12 (Homo sapiens), P18054 | Potency, µM (doses to about 108 µM), for the others: at the top dose activity change, negative = inhibition, most hits filed as inhibitors; note: potency is the fitted concentration of half-maximal effect; % is set by controls: 0 for no effect and ±100 for the full control effect
#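 Purified human 12hLO at 150 nM in 25 mM Hepes, 0.01% Triton X-100, pH 7.0, preincubated 15 min at room temperature with compound. Reaction started with 40 uM arachidonic acid, 30 min at room temperature. Hydroperoxide measured by Fe-xylenol orange, 573/405 nm absorbance ratio.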
# BLM helicase inh – qHTS Assay for Inhibitors of Bloom's syndrome helicase (BLM); recombinant BLM DNA unwinding, fluorescence dequenching; Potency, µM (series often up to 56.1 µM), for the others: top-dose activity change, negative = inhibition, most hits filed as inhibitors; hit rate 0.2% among 350,000; AID 2528, 2010;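 note: potency is the fitted concentration of half-maximal effect; plate controls were vehicle for no effect and no enzyme for full effect; nearly all actives have a fitted effect of over 35% in size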
# POLK inh – qHTS for Inhibitors of Polymerase Kappa | Potency, µM (series often up to 107 µM), without a hit: at the highest dose activity, negative = inhibition, most hits filed as inhibitors | hit rate 0.53% among 400,000 | DNA polymerase kappa (Homo sapiens), Q9UBT6 | AID 588579, 2011 | purified Pol kappa, fluorescent DNA synthesis assay, 10 min; note: potency is the fitted concentration of half-maximal effect; % is set by controls: 0 for no effect and ±100 for the full control effect
#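 10 nM Pol kappa preincubated 15 min at room temperature with compounds, then reaction started with substrate at 50 nM final. Fluorescence read kinetically at 0 and 10 min; buffer-only wells served as negative control.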
# ERG-DNA inh – qHTS for Small Molecule Inhibitors of the ERG Ets/DNA interaction; Transcriptional regulator ERG (Homo sapiens), P11308; fluorescence polarization, His-ERG Ets domain / labelled DNA; Potency, µM (doses to about 76.9 µM), for inactives: at the highest dose FP activity, negative = inhibition, most hits filed as inhibitors; hit rate 0.028% among 370,000; active = well fitted inhibition curve with a large enough effect in the polarisation, with a control signal flat; inconclusive = small, poorly fitted or top-dose-only effect, or effect the other way, or a change in a side signal; inactive = no such curve, though single readings can be large or run the other way; the % refers to the polarisation;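 note: polarization taken with two DNA probes labelled with fluorescein and Texas red; potency is the fitted concentration of half-maximal effect; % of control where 0% means no effect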
#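 His-tagged ERG Ets domain (1 uM in the protein solution; 300mM KCl, 50mM Tris-HCl, 1mM EDTA, 1mM DTT, pH 7.5) received compound, then a probe mix of 5 nM fluorescein-DNA and 100nM Texas-615-DNA. Fluorescence polarization was read for both dyes.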
# APE1 inh – qHTS Assay for Inhibitors of the Human Apurinic/apyrimidinic Endonuclease 1 (APE1). DNA repair nuclease/redox regulator APEX1 (Homo sapiens), P27695. recombinant APE1, TAMRA/BHQ-2 abasic DNA cleavage fluorescence. Potency, µM (titrated, usually from 65.8 µM), for the others: at the highest dose activity change, negative = inhibition, hits mostly inhibitors. hit rate 0.35% among 350,000. AID 2517, 2012;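 note: potency is the fitted concentration of half-maximal effect; plate controls were vehicle for no effect and reference inhibitor for full effect; nearly all actives have a fitted effect of over 55% in size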
#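 0.75 nM APE1 + cpd, 15 min RT; start w/ 50 nM TAMRA/BHQ-2 THF-abasic dsDNA; kinetic fluor 525/598 nm ×3 reads @60 s; Δ(read3−read1); normalized to DMSO and NSC13755 control wells.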
# TRHR agonist – qHTS for Small Molecule Agonists and Allosteric Enhancers of Human TRH Receptor: Primary Screen for Agonists. Thyrotropin-releasing hormone receptor (Homo sapiens), P34981. TRHR cells, calcium flux fluo-8, FDSS agonist mode. activation, % at 2 µM. hit rate 0.18% among 360,000; in the data active = activation above about 30%; note: 0% is about no effect
#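 TRHR-expressing cells loaded with fluo-8 calcium dye; 23 nL library compound pin-transferred, kinetic FDSS fluorescence (Ex 480/Em 530) recorded about 180 s for agonist-induced calcium release, before a 10 nM TRH EC20 addition for potentiator mode.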
# Pol iota inh – qHTS for Inhibitors of Polymerase Iota. Pol iota fluorescent replication assay, 10 min. Potency, µM (highest dose often 115 µM), for the others: at the highest dose activity, negative = inhibition, hits mostly inhibitors. DNA polymerase iota (Homo sapiens), Q9UNA4. hit rate 1% among 390,000; note: potency is the fitted concentration of half-maximal effect
# Target sequence (Q9UNA4 whole entry, looked up): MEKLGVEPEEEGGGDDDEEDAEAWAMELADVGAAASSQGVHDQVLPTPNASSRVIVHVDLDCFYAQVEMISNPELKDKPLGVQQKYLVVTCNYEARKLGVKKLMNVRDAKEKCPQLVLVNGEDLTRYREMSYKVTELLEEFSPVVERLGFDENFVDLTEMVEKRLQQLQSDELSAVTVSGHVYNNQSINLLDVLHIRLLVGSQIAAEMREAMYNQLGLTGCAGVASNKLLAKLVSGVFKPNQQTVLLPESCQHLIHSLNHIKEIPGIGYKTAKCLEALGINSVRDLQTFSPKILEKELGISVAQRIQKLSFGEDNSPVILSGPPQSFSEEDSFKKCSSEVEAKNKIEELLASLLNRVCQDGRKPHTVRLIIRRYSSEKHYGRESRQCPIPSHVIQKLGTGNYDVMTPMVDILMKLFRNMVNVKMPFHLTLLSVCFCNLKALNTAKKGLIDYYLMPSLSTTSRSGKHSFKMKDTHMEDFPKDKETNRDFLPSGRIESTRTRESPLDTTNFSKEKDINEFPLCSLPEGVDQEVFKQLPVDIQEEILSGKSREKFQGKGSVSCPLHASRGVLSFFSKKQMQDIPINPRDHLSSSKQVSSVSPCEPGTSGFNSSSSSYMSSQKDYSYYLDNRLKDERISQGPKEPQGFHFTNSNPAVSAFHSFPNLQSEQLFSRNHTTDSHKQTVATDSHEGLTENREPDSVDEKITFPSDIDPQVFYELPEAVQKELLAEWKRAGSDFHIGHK
#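 Fluorescent replication assay read twice, at 0 min and 10 min after adding 50 nM (final) substrate. Enzyme (10 nM) and compounds were first incubated 15 min at room temperature; enzyme-free buffer wells were negative controls.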
# Numbers without * were called inactive; i = inactive; ? = inconclusive; · = no result given; & = joins results of further samples; [ ] = remark or other dose. Unless noted, calls come from the whole dose curve; as a rule, active = well fitted curve in the direction sought with a large enough effect; inconclusive = small, poorly fitted or top-dose-only effect, or another doubt; inactive = no such curve, though single readings can be large; an effect the other way counts as inactive or inconclusive.
SMILES | Anesthetic bind | POLB inh | ALOX12 inh | BLM helicase inh | POLK inh | ERG-DNA inh | APE1 inh | TRHR agonist | Pol iota inh
COc1ccc2c(CC(=O)NC(Cc3ccc(Cl)cc3)C(=O)O)cc(=O)oc2c1C (configuration not stated) | 8% | ? | 107%[activator] | -2% | -18% | -8% | -3% | -0.4 | 7%
COc1ccc(CCNC(=O)CN(c2ccccc2OC)S(=O)(=O)c2ccc(C)cc2)cc1 | 71%&123%[activator] | -2%&5% | i | -6%&-9% | -9%&-16% | 13%&1% | 34% | 0.2&-0.2 | 35%&15%[activator]
CC(NC(=O)CCC(=O)Nc1ccccc1O)c1ccccc1 (configuration not stated) | · | · | 151%[activator] | · | -1% | 5% | · | · | 49%[activator]
CCOC(=O)[C@@H]1[C@H]2COc3ccc(Br)cc3[C@H]2N2C(=O)N(c3ccc(C)cc3)C(=O)[C@]12C | -2% | 3% | -4% | -10% | -3% | 5% | 20% | 1.3 | 9%
COc1ccc2ccccc2c1/C=N/NC(=O)c1cccc([N+](=O)[O-])c1 | -10% | 12% | 0% | 1% | -3% | 0% | 53% | 0.4 | 3%
O=C(O)c1cnn2c(C(F)(F)F)cc(-c3ccco3)nc12 | 0% | -21% | -13% | -4% | ? | -2% | -3% | 0.4 | ?
CCCN(CCC)CC(O)COc1ccc([N+](=O)[O-])cc1 (configuration not stated) | -13% | 3% | 21% | 2% | -11% | 5% | -3% | -0.1 | 12%
CN(C1CCCCC1)S(=O)(=O)c1ccc2c(c1)c(=O)c(C(=O)NCCCN1CCCC1)cn2C | 26% | 3% | i | -8% | 2% | -4% | -2% | -1.2 | -14%
Cc1cccn2c(=O)c3cc(C(=O)NCCN4CCOCC4)c(=N)n(CCCN4CCOCC4)c3nc12 | 52%[activator] | 8% | -20% | 67%[activator] | -2% | 13% | 41%[activator] | -0.2 | -13%
C/C=C(\C)C(=O)Nc1cccc(C2=NOC3(C2)C[C@H](C(N)=O)N(C(=O)c2cc([N+](=O)[O-])cc([N+](=O)[O-])c2)C3)c1 (some centres not stated) | -8% | -20% | ? | -1% | 6% | 6% | -1% | 0.2 | 7%
COc1cc(C2Nc3cccc4cccc(c34)N2)cc(OC)c1OC(C)=O | 8% | 4% | 334%[activator] | -14% | -29% | 5% | 4% | 0.2 | ?
COc1ccc(CC(=O)Nc2ccc(-c3ccc4nnc(C)n4n3)cc2)cc1OC | -9% | 0% | -14% | 0% | -4% | -3% | -2% | 0.1 | 29%
COc1ccc(OC)c(-n2c(SCC(=O)Nc3cccc(S(N)(=O)=O)c3)nc3ccccc3c2=O)c1 | 0% | 2% | -2% | -1% | -12% | 5% | 1% | 0.7 | -19%
N#CCOc1nc(N2CCCCC2)nc(N2CCCCC2)n1 | -13% | 3% | -16% | -4% | -9% | -21% | 1% | -1.5 | 9%
O=C(O)/C(=C\c1ccccc1OC(F)F)Sc1nnc(-c2ccc(F)cc2)o1 | -14% | 0% | 19% | -10% | -21% | -3% | -4% | 0.5 | -17%
COCCCNC(=S)N/N=C/c1cccc(OC)c1O | 38%[activator] | -1% | 96%[activator] | -3% | 3% | 8% | 0% | 7.3 | 53%[activator]
CCc1ccc(NS(=O)(=O)c2ccc3oc(=O)ccc3c2)cc1 | -23% | 1% | -10% | -12% | 6% | 5% | 36% | -3.6 | 107%[activator]
COC(=O)c1ccccc1NS(=O)(=O)c1ccc(Cl)nc1 | -5% | 7% | 22% | 1% | 13% | 11% | 4% | 0.7 | 22%
Cc1ccc(-n2c(SCC(=O)N3CCCCC3)nc(O)cc2=O)cc1 | -16% | 14% | 10% | -1% | -2% | 7% | -7% | 0.3 | -19%[58.9 µM]
CCOC(=O)c1c(Cc2ccc(Cl)cc2)c[nH]c1C | -11% | 8% | ? | -10% | ? | 65%[activator] | -3% | -0.8 | ?
COc1ccc(C(=O)Nc2ccccc2SCc2cc(=O)c3cccc(C)c3[nH]2)cc1 | -12% | 6% | -11% | 6% | -8%[60.1 µM] | -1% | · | 0.0 | -7%
N#Cc1c(-c2ccccc2)cc(-c2ccccc2)nc1SCC(=O)NCC(=O)O | -6% | 50µM* | -14% | -3% | -5% | -3% | 1% | 1.1 | 6%
COc1ccccc1N1CCN(C2=Nc3cccc4cccc2c34)CC1 | ? | -21% | -2% | 27% | -13% | -7% | -4% | 4.0 | 47%[activator]
COc1ccc(NC(=O)C2CC(c3cc(OC)c(OC)c(OC)c3)=NO2)cc1OC (configuration not stated) | -14% | 1% | 2%&-4% | -1% | -4% | -2% | -3% | 0.5 | 17%
CCCCC(c1nnnn1CCOC)N1CCN(c2cccc(OC)c2)CC1 (configuration not stated) | -20% | 17% | ? | -4% | -7% | -11% | -3% | -0.1 | 5%
CCOC(=O)c1nnc(-c2ccccc2)[nH]c1=O | -6% | 7% | -8% | -1% | 9% | -1% | -4% | 0.3 | -3%
Cc1ccccc1Nc1nnc(SCc2nc3ccccc3c(=O)[nH]2)s1 | -3% | 33% | · | -7% | · | · | ? | 0.3 | ·
CC1Cc2ccccc2N1Cc1cccc([N+](=O)[O-])c1 (configuration not stated) | -8% | 23% | · | -10% | 4% | -14% | -2% | -0.2 | 9%
CCOc1ccccc1N1CCN(C(=S)NCc2ccc(Cl)cc2)CC1 | 34%[activator] | ? | 10% | -14% | -6% | 9% | -2% | 2.4 | 4%
Cc1cc(CNCc2c(C(=O)N3CCCCCCC3)nc3ccc(Cl)cn23)nn1C | -11% | -8% | 3% | -2% | 6% | -9% | 2% | -0.5 | 5%
O=C(O)c1cc(O)ccc1-c1ccc(O)cc1 | -5% | 3% | -10% | -1% | 2% | -4% | 2% | 0.3 | -5%
O=C(O)C1CCCCC1C(=O)Nc1ccccn1 (configuration not stated) | -7% | 0% | 0%[57.4 µM] | 0% | -6% | -5% | -4% | 0.2 | 0%
CC1CCN(CC(O)COCCC23CC4CC(CC(C4)C2)C3)CC1 (configuration not stated) | ? | 12% | -6%[57.4 µM] | 2% | -5% | · | 13% | 1.0 | -4%
CCc1ccccc1NC(=O)Nc1ccc2snnc2c1 | -8% | -1% | -25% | -4% | 10% | 2% | · | 1.9 | 15%
CCOC(=O)c1[nH]c2ccc(OC)cc2c1NC(=O)CN1CCc2ccccc2C1 | 137%[activator] | 12% | 0% | -13% | -15% | 4% | -7% | -0.5 | -25%[58.9 µM]
CCC(=O)NCCc1c[nH]c2ccccc12 | -7% | 27% | -22% | -6% | -12% | -1% | 4% | -0.1 | 8%
Cc1cnc(C(=O)Nc2ccc(C(=O)N(C)C3CCCCC3)cc2)cn1 | -3% | 2% | · | 0% | · | · | 2% | 0.6 | ·
COC(=O)[C@]1(C)N[C@H](CN(C)S(=O)(=O)c2ccc(F)cc2)[C@@H]2C(=O)N(Cc3ccccc3)C(=O)[C@@H]21 | · | · | ? | · | -3% | -8% | -1% | · | ?
Clc1ccc(Cl)c(OCc2cc(-c3ccccc3Cl)on2)c1 | -5% | 52% | 2% | 0% | 10% | -1% | 1% | 0.2 | 1%
CCOc1ccc(CC(=O)NCc2cn3c(C)csc3n2)cc1 | -1% | -11% | 9% | 0% | -14% | -3% | 2% | -0.3 | -4%
COc1ccc(C2/C=C\CN(C(=O)C3CCCC3)[C@H](Cc3ccccc3)C(=O)N2Cc2ccc(F)cc2)cc1 (some centres not stated) | -5% | 3% | -17% | -8% | -5% | 10% | -4% | 0.3 | -10%
CCOc1nc(OCC)nc(N2CCC(C)CC2)n1 | -8% | -1% | -2% | 2% | -3% | 6% | 4% | -3.5 | 7%
COc1ccc(CC(=O)NNS(=O)(=O)c2cccc([N+](=O)[O-])c2)cc1OC | -9% | 29% | 10% | 3% | 10% | -3% | 10%[12.4 µM] | -0.2 | 19%
CC(=O)c1c(C)n(-c2ccccc2)c2ccc(O)cc12 | 0% | 25% | 3%&36% | -2% | 3% | 5% | -4% | -0.6 | 9%
C/C(N)=C(/C#N)C(=O)COC(=O)CNS(=O)(=O)c1ccc(C)cc1 | -5% | 23% | -12% | -4% | -23% | -12% | 2% | 0.1 | 69%[activator]
CC(C)(C)c1ccc(OC(=O)Nc2ccc(O)c(C(=O)O)c2)cc1 | ? | ? | ? | -6% | -22% | 1% | 0% | 0.7 | 7%
CC(C)(C)c1ccc(C2CC2C(=O)N/N=C\c2ccc[nH]2)cc1 (configuration not stated) | ? | -19% | -11% | -17% | -11% | 2% | ? | -1.9 | 9%
COCCNS(=O)(=O)c1ccc2c(c1)C(=O)c1cc(S(=O)(=O)NCCOC)ccc1-2 | -18% | ? | 0% | -2% | -4% | 5% | -8% | -0.1 | 11%
CCc1ccccc1N1C(=O)C2CC=CCC2C1=O (configuration not stated) | ? | 23% | 0% | -4% | -3% | -2% | -4% | 0.4 | 5%
Oc1nc(Nc2cccc(Cl)c2)sc1/C=C1\C=Nc2ccccc21 | -2% | ? | -20% | -13% | 0% | 11% | -1% | 1.0 | -6%

# POLB inh: what is marked active above.
SMILES,POLB inh,ALOX12 inh,BLM helicase inh,POLK inh,ERG-DNA inh,TRHR agonist,Pol iota inh
N#Cc1c(-c2ccccc2)cc(-c2ccccc2)nc1SCC(=O)NCC(=O)O,50µM*,-14%,-3%,-5%,-3%,1.1,6%

# A portion of the library, so the mix of outcomes need not match the whole.
